NR2E3 ag-1: activates human NR2E3 receptor; Q9Y5X4; CHO-S Gal4-NCOR/VP16-NR2E3 two-hybrid, luciferase; inhibition of corepressor binding, % at 3.98 µM; hit rate 0.35% among 360,000; AID 602229;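 active means inhibition above the mean of all tested compounds plus 3 SD, cut at about 70% in these data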;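 further: 0% = DMSO with NR2E3 transfected cells and 100% = cells lacking NR2E3 construct; higher means lower luciferase signal from less NR2E3 corepressor binding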
Target sequence (Q9Y5X4 whole entry, looked up, the tested form may be a part): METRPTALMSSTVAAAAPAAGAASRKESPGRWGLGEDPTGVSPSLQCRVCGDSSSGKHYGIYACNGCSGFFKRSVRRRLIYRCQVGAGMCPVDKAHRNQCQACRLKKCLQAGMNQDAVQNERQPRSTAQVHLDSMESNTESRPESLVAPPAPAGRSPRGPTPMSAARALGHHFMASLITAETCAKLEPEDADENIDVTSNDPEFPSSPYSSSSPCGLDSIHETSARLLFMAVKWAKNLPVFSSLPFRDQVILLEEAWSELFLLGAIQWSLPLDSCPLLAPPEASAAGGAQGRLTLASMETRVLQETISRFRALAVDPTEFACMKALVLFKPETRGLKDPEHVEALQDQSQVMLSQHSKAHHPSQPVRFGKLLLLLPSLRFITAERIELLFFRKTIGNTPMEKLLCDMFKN
Peg3 prom inh: reduces Peg3 promoter-driven luciferase expression in HeLa; HeLa PEG-Prom luciferase reporter, luminescence, overnight; inhibition, % at 20 µM; hit rate 1.7% among 360,000; AID 588405;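 active means inhibition of at least 50% at 20 µM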
TROY signal inh: blocks TROY-dependent signaling in reporter cells. Q293 LMP1-TROYcd NF-kB luciferase reporter, 4 h. inhibition, % at 10 µM. hit rate 0.98% among 360,000;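 active means compounds whose plate-normalised and pattern-corrected inhibition of the luciferase reporter signal at the single screening dose is 50% or more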
KKLEB cytotox: CF airway cell cytotoxicity counter-screen | KKLEB CF airway cells viability, ATPlite luminescence, overnight; stronger effect = lower value; cells stimulated with P. aeruginosa culture filtrate | activity change (cytotoxicity), % at 5 µM | hit rate 0.36% among 360,000;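 active means corrected activity change at or below -50% at 5 µM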
TRAIL sens C8: caspase-8 TRAIL sensitization; NB7+C8 cells + TRAIL, ATPlite viability luminescence; hit rate 1% among 360,000; inhibition (viability loss, TRAIL sensitization), % at 10 µM;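 active means compounds causing at least 50% loss of cell viability in the single-dose screen, relative to plate controls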
CF NFkB block: inhibitors of cystic fibrosis induced NF-kB | KKLEB NF-kB-GFP reporter, PAF-induced, GFP fluorescence overnight | inhibition, % at 5 µM | hit rate 0.86% among 360,000 | AID 588850;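 active means at least 50% inhibition at 5 µM, scaled per plate between neutral and stimulator controls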;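 further: PAF is a Pseudomonas aeruginosa culture filtrate used as stimulus; plate controls were PAF-stimulated DMSO wells for no effect and unstimulated DMSO wells for full effect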
HIF-2a inh: blocks HIF-2a reporter activity; hit rate 0.72% among 360,000; 786-0 RCC cells HIF-2a reporter, luciferase luminescence, overnight; inhibition, % at 18.8 µM;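 active means inhibition of the luminescence signal of 40% or more relative to plate controls, in a single-dose primary screen at 18.75 µM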
Shn3 inh set2: inhibitors of Schnurri-3 3'UTR reporter in osteoblasts; Clone20 osteoblast Shn3 3'UTR firefly luciferase, 24 h; inhibition, % at 12.5 µM; hit rate 0.52% among 360,000; AID 588674;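 active means mean inhibition of at least 75% with every replicate also reaching 75%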;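 further: 0% = median of neutral control wells and 100% = pilot-screen positive control compound; some compounds past the cut are filed as inactive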
TWEAK Fn14 block: blocks TWEAK-Fn14 interaction in a reporter cell assay; TWEAK-stimulated Fn14 reporter cells, luciferase luminescence, 8 h; inhibition, % at 10 µM; hit rate 2% among 360,000; in the data active means inhibition above about 50%
NR2E3 ag-2: activates human photoreceptor nuclear receptor NR2E3. Q9Y5X4. GST-NR2E3/biotin-RetCOR TR-FRET, 1536-well. inhibition of corepressor binding, % at 4.78 µM. hit rate 0.12% among 320,000. AID 2300;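 active means percent inhibition above the cutoff of mean plus 3 SD of all tested compounds, set per screening campaign, cut at about 20% in these data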;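 further: 0% = DMSO wells and 100% = biotin wells as full block of FRET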
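Material: NR2E3–RetCOR corepressor complex | Quantity: 1.35 nM GST-tagged NR2E3 final | Schedule: 5 h at 4 °C | Replication: Singlicate compound wells | Reagent: RetCOR corepressor, biotinylated, 7 nM | Controls: Biotin wells as high control, 0.6% DMSO wells as low control | Signal: TR-FRET, Eu(K)-anti-GST donor, streptavidin-D2 acceptor, ex 340, em 617/671 nm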
MITF TRPM1 inh: MITF TRPM1 promoter inhibition in SK-MEL-5 cells | hit rate 0.83% among 330,000 | AID 488899 | inhibition, % at 12.5 µM | SK-MEL-5 TRPM1 promoter luciferase, 24 h;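 active means mean inhibition across replicates of 60% or more, whatever share of single replicates reaches that level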; further: values of inactives mirror those of a sister screen read the other way
* = called active by the depositor; / = no result given. Not all compounds are listed; rates above refer to the full screens.

SMILES	NR2E3 ag-1	Peg3 prom inh	TROY signal inh	KKLEB cytotox	TRAIL sens C8	CF NFkB block	HIF-2a inh	Shn3 inh set2	TWEAK Fn14 block	NR2E3 ag-2	MITF TRPM1 inh
Cc1ccc([N+](=O)[O-])cc1S(=O)(=O)Nc1ccc(OCC(=O)N2CCOCC2)cc1	9	13	11	-9	-9	14	4	-2	0	3	-2
Cc1c(C(=O)OCCOc2ccc(Br)cc2)sc(=S)n1C	2	1	5	1	-3	2	-1	15	-29	1	-3
COc1ccc2c(c1)OC[C@H]1[C@@H]2N2C(=O)[C@@H](C)NC(=O)[C@@]2(C)[C@H]1c1ccccc1	-17	8	-9	-4	-5	-28	-9	8	-9	/	5
O=C1Nc2ncccc2OC1CCO (stereo not drawn)	0	-3	-5	4	1	-5	4	11	-2	2	5
CCOc1ccccc1N(C(=O)Cn1nnnc1-c1ccc(C)o1)C(CC)C(=O)NC(C)(C)C (stereo not drawn)	2	17	-16	11	5	-28	7	28	5	4	-11
O=C(O)c1cc(NC(=O)c2ccc3c(c2)C(=O)N(Cc2cccnc2)C3=O)cc(C(=O)O)c1	-13	12	20	24	-18	-26	17	8	-7	2	4
COc1ccc(CNC(=O)CN(C(=O)c2csnn2)c2cccc(C(C)=O)c2)cc1	5	7	-11	3	-13	-5	2	-1	6	5	6
CS(=O)(=O)Nc1ccc(C(=O)CSc2nnc(C3CC3)n2C2CC2)cc1	-32	-9	-13	5	0	-9	8	-7	-6	/	2
CC(CCC(=O)O)C1CC[C@H]2C3CCC4CC(=O)CCC4(C)[C@H]3CC(=O)C12C (stereo partly drawn)	15	-6	-8	6	-9	-3	20	16	-6	5	4
O=C(COC(=O)Cc1ccc(S(=O)(=O)N2CCCCC2)s1)Nc1ccc2c(c1)OCO2	-22	10	-2	7	11	-2	16	2	-10	0	-3
CCc1ccc2[nH]c(=O)c(CN(Cc3ccco3)C(=S)NCC3CCCO3)cc2c1 (stereo not drawn)	-2	27	-16	2	-2	-14	11	-4	0	2	10
CCc1ccc(CNCc2cccnc2)cc1	-23	0	2	6	2	-4	6	7	-10	0	-1
O=C(NCCc1ccccc1)c1ccco1	-87	-171	-30	5	0	1	-178	-48	-9	2	-72
Cc1ccc(SCC(=O)OCC(=O)NC(C)c2ccc(F)cc2)cc1 (stereo not drawn)	17	18	-7	0	-7	2	3	10	-26	0	-6
CCCCCC(=O)NNC(=O)c1c(O)c2ccccc2n(CC)c1=O	9	5	4	6	19	2	9	-10	-4	6	6
CC(=O)Nc1ccc(NC(=O)C(C)OC(=O)C2CCC2)cc1 (stereo not drawn)	-14	-1	-21	-20	6	19	6	54	8	2	1
CCOc1cc(/C=C2/C(=O)ON=C2C)ccc1OCc1ccccc1F	5	97*	4	19	18	-42	17	84	23	1	40
CC(C)(C)OC(=O)C[C@@H]1C/C=C\C[C@H](CC(=O)N[C@H](CO)Cc2ccccc2)C(=O)N2CCC[C@H]2COC1=O	16	-10	-14	3	17	-2	-5	-10	5	/	2
CCCCOc1ccccc1C1C(C(N)=O)=C(C)Nc2nnnn21 (stereo not drawn)	2	-4	-17	4	-16	9	20	-29	21	3	3
Cc1nnc2n(-c3ccccc3)c(=O)c3c4c(sc3n12)CCCC4	-7	33	6	11	-5	-11	24	22	-2	2	-5
CCCCNC(=O)N(C)c1nncnc1C(=O)NC	17	12	1	3	2	-15	3	5	0	1	7
Fc1ccc(CSc2ncnc3c2oc2ccccc23)cc1	-2	8	-1	7	-1	1	-78	6	-1	-1	-1
COc1ccc(C)cc1NC(=O)CCS(=O)(=O)c1cccc2nonc12	-18	-14	-5	-19	-9	-4	-4	-13	1	5	0
Cc1cc(C)c2sc(N(CCCN(C)C)C(=O)c3ccc(S(=O)(=O)N(C)C4CCCCC4)cc3)nc2c1	-10	107*	-24	-14	76*	42	-9	1	-39	-3	90*
Cc1cccc(NC(=O)c2ccc([N+](=O)[O-])o2)c1	18	65*	-15	4	45	59*	39	1	31	-2	49
CC(C)(C)OC(=O)C[C@H]1C/C=C\C[C@@H](CC(=O)N(CCO)Cc2ccccc2)C(=O)N[C@H](Cc2c[nH]c3ccccc23)COC1=O	-12	-4	14	10	7	10	7	3	6	/	4
COc1cccc2cc(C(C)N(CCCN3CCOCC3)C(=S)Nc3cccc(C)c3)oc12 (stereo not drawn)	-15	11	1	0	13	-4	7	-3	1	-2	6
O=C(O)CC/C(=N/NC(=O)CNC(=O)C(c1ccccc1)c1ccccc1)c1ccccc1	-11	-5	0	-8	2	5	17	10	4	-1	6
Cc1ccc(C)c(S(=O)(=O)N2CCCOC2CNC(=O)C(=O)NCc2ccc3c(c2)OCO3)c1 (stereo not drawn)	6	19	3	28	-5	-86	17	-12	-22	1	2
Clc1ccc(NC2(c3nnnn3C3CCCCC3)CCCCC2)cc1	-6	20	4	-5	-9	29	8	17	-14	-4	2
CC1(Oc2cccc(F)c2)CCN(Cc2ccc(-c3ccccn3)cc2)C1 (stereo not drawn)	9	-19	-3	1	-14	-36	-9	8	-9	/	/
O=C(Nc1ccn(Cc2ccccc2F)n1)c1ccc(COc2ccc(Br)cc2)cc1	-73	-5	13	-64*	29	48	-7	73	51*	-1	4
CCCCC(=O)NC1(C(F)(F)F)C(=O)Nc2c1c(=O)n(C)c(=O)n2C (stereo not drawn)	-27	15	-8	-8	-6	5	22	-4	5	-2	1
O=C1c2nc3cc(-c4ccco4)[nH]n3c(=O)c2CN1C1CCCCC1	-16	-32	-9	0	42	1	-33	-14	4	0	/
CC(C)OCCCNC(=S)NNC(=O)C(c1ccccc1)c1ccccc1	-13	9	15	-6	4	6	2	-9	0	0	-2
Nn1c(SCC(=O)NC2CCCCC2)nnc1-c1ccccc1F	0	-5	-3	-1	-13	-4	11	2	-8	-3	/
Cc1ccc(C)c(OCC(=O)NCCN(C)C)c1	-9	12	-4	-2	-15	2	18	-4	-10	0	13
CC(C)(c1ccccc1)c1ccc(OCC(O)CN2CCCC2)cc1 (stereo not drawn)	-1	27	8	-23	-12	13	14	-20	-9	0	-9
O=C(COC(=O)c1cc(S(=O)(=O)N2CCCCC2)ccc1N1CCOCC1)c1ccc(F)cc1	-14	26	-23	-3	-14	-14	6	13	-10	2	-5
CCCCN(CC)CCCNC(=O)c1cc2cc3ccc(OC)cc3nc2o1	0	-3	-35	1	9	8	-13	14	-55	1	-10
O=C(NC1CC1)C1CCN(C2CCN(C(=O)/C=C/c3cccs3)CC2)CC1	-4	4	7	3	-19	6	14	-4	11	2	3
COCCCN(C(=S)Nc1c(C)cc(C)cc1C)C(C)c1ccccn1 (stereo not drawn)	0	7	16	10	-4	5	-2	11	-15	2	17
Cc1ccc(S(=O)(=O)N2CCN(CC(=O)N/N=C/c3ccco3)CC2)cc1	6	11	5	-4	1	15	18	0	-7	-2	5
Nc1c(C(=O)Nc2ccc3c(c2)OCCO3)nnn1Cc1cccc(F)c1	10	-296	-26	-4	38	-4	-268	-12	-11	2	-123
Cn1c(N)c(C(=O)COC(=O)c2cncc(Br)c2)c(=O)n(C)c1=O	-6	9	-2	3	-6	-5	19	3	-1	2	12

Gathered by group: those above containing an aryl thioether with sulfur outside any ring.
SMILES	NR2E3 ag-1	Peg3 prom inh	TROY signal inh	KKLEB cytotox	TRAIL sens C8	CF NFkB block	HIF-2a inh	Shn3 inh set2	TWEAK Fn14 block	NR2E3 ag-2	MITF TRPM1 inh
CS(=O)(=O)Nc1ccc(C(=O)CSc2nnc(C3CC3)n2C2CC2)cc1	-32	-9	-13	5	0	-9	8	-7	-6	/	2
Cc1ccc(SCC(=O)OCC(=O)NC(C)c2ccc(F)cc2)cc1 (stereo not drawn)	17	18	-7	0	-7	2	3	10	-26	0	-6
Fc1ccc(CSc2ncnc3c2oc2ccccc23)cc1	-2	8	-1	7	-1	1	-78	6	-1	-1	-1
Nn1c(SCC(=O)NC2CCCCC2)nnc1-c1ccccc1F	0	-5	-3	-1	-13	-4	11	2	-8	-3	/

(next part)
SMILES	NR2E3 ag-1	Peg3 prom inh	TROY signal inh	KKLEB cytotox	TRAIL sens C8	CF NFkB block	HIF-2a inh	Shn3 inh set2	TWEAK Fn14 block	NR2E3 ag-2	MITF TRPM1 inh
CC(=O)c1ccc(NC(=O)COC(=O)c2ccc(F)cc2F)cc1	6	14	-29	-18	-3	3	6	-33	1	-1	-7
COc1cc(NC(=O)C2CC(c3cccc(OC)c3OC)=NO2)cc(OC)c1OC (stereo not drawn)	7	24	32	-12	-1	-10	13	75	11	-3	12
Cc1ccc(NC(=O)c2cc(N(C)C)ccc2[P+](=O)O)cc1	-87	-145	-37	0	0	2	-123	-44	-36	2	-53
Cc1c(Cl)cccc1NC(=O)CNC(=O)C1CC(=O)N(CCc2ccccc2)C1 (stereo not drawn)	-15	8	7	-3	-2	-8	12	-6	1	4	1
CCOc1ccccc1-c1nc2c([nH]1)c(=O)n(C)c(=O)n2C	-1	11	-14	10	15	-28	-2	15	8	5	30
COc1cc(NC(=O)C2CC(=O)NC3=C2C(=O)CCC3)c(OC)cc1Cl (stereo not drawn)	-11	7	1	-2	-28	-2	19	4	2	3	-19
Cc1cc(=O)n2nc(N3CCC(C(=O)N4CCN(c5ccccc5)CC4)CC3)sc2n1	10	10	13	5	-3	-19	10	-10	17	3	10
O=C(Nc1cc2c3c(c1)CC(=O)N3CCC2)C1CC1	-21	-6	1	-11	-2	22	-2	22	3	-3	-1
COc1ccc(COC(=O)N/N=C(\C)CC(=O)NCc2ccc(Cl)cc2)cc1	-2	4	-5	4	-1	-16	2	8	12	-2	0
O=C(COC(=O)/C=C/c1ccccc1[N+](=O)[O-])Nc1ccc(OC(F)F)cc1	-2	4	6	4	4	-8	11	5	-10	-1	11
CCOC(=O)/C=C/C(=O)NNC(=O)c1ccccc1Cl	16	12	-72	-24	-2	-26	3	-22	1	1	-2
COc1ccc(OC)c2nc(-c3cccnc3)ccc12	-11	-80	-24	1	-4	-22	-154	-50	-15	-4	-15
Cn1nc(-c2ccccc2)c(-c2nc(-c3cccc(Cl)c3)no2)c1Cl	11	10	15	-3	13	-3	16	9	-57	-2	9
CC(=O)Nc1ccccc1NS(=O)(=O)c1ccccc1[N+](=O)[O-]	10	12	18	-6	-1	11	15	9	3	2	-19
COCc1cc(C)nc(Nc2ccc(C)c(C)c2)c1C#N	-28	2	-11	6	-17	-14	-27	-15	-1	10	4
Nc1nc(NCc2ccccc2)nc(NCCO)c1[N+](=O)[O-]	31	20	11	-9	-18	1	18	19	19	1	2
COC(=O)c1cc(OC)c(OC)cc1NC(=S)N1CCCC(CO)C1 (stereo not drawn)	-18	6	-11	-12	-12	-7	-5	-53	-4	5	4
CC(=O)c1ccc(-c2ccc(C(=O)N3CCC(C(N)=O)CC3)o2)cc1	-18	-123	-61	13	28	-51	-84	-12	-18	-4	-48
